# High-throughput results: PubChem, National Center for Advancing Translational Sciences (NCATS)
# Nrf2 block = Nrf2 qHTS screen for inhibitors; A549 ARE-Fluc reporter, luciferase luminescence, 18-24 h; Potency, µM (top dose mostly 46 µM), without a hit: at the highest dose activity change, negative = inhibition, most hits filed as inhibitors; hit rate 2.1% among 360,000; note: potency is the fitted concentration of half-maximal effect; % is set by controls: 0 for no effect and ±100 for the full control effect; nearly all actives have a fitted effect of over 60% in size
#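 Two sequential reads on A549 ARE_Fluc cells exposed to compound for 18-24 h: a CellTiter-Fluor fluorescence read for viability, then a luciferase luminescence read for Nrf2/ARE activity.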
# Akt phos inh = HTS Assay for Inhibitors of Akt Phophorylation: Primary Screen; Neuro2A IGF-stimulated pAkt S473 HTRF, 20 min; stronger effect = lower value; activity change, % for hits at 50 µM; hit rate 0.32% among 360,000; in the data active = activity change below about -80%; inconclusive = mostly about -51% to -80%; note: % is set by controls: 0 for no effect and ±100 for the full control effect
#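 Neuro2A cells (4,500/well, DMEM with 0.5% FBS) were treated with compound at a single 50 µM final concentration, stimulated with 6 nM IGF for 20 min at 37 °C, and lysed. Phospho-Akt Ser473 was read by HTRF as 665/615 ratio ×10^4.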
# MmCpn inh = Inhibitors of TCP-1 ring complex (TRiC) of Methanococcus maripaludis (MmCpn): qHTS; Chaperonin Mm-Cpn (Methanococcus maripaludis); purified Mm-Cpn ATPase, ADP Transcreener TR-FRET; Potency, µM (top dose mostly 76.9 µM), without a hit: at the top dose activity, negative = inhibition, usual class: inhibitors; hit rate 0.031% among 330,000; AID 504842, 2011; note: potency is the fitted concentration of half-maximal effect; % is set by controls: 0 for no effect and ±100 for the full control effect; nearly all actives have a fitted effect of over 80% in size
#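 Purified archaeal Mm-CPN (25nM final) preincubated 10 min at 37degC with compound, then 10uM ATP for 30 min at 37degC; ADP measured by HTRF Transcreener TR-FRET; buffer 30 mM TRIS pH 7.4, 100mM KCl, 5mM MgCl2, 1mM DTT.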
# CCT modulator = High-Throughput Screening for Modulators of Cytosolic Chaperonin Activity; hit rate 0.3% among 360,000; activity change, % (test concentration not listed), hits read low; AID 651819, 2012; purified chaperonin ATPase assay, HTRF ADP detection, 30 min; in the data active = activity change below about -30%; note: % is set by controls: 0 for no effect and ±100 for the full control effect
#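 Enzyme 40 or 20 nM (batch-dependent) in Tris pH 7.4/KCl/MgCl2/DTT; cpd 76 uM single point; ATP 10 uM; 30 min 37 °C; Transcreener ADP HTRF detection, 30 min RT; ratio 665/615.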
# A549 viability = Nrf2 qHTS screen for inhibitors: counterscreen for cytotoxicity; Potency, µM (highest dose often 46 µM), for inactives: top-dose activity change, negative = cytotoxicity, actives largely listed as inhibitors; hit rate 0.16% among 390,000; A549 ARE-Fluc cells, CellTiter-Fluor viability, 18-24 h; note: potency is the fitted concentration of half-maximal effect; % is set by controls: 0 for no effect and ±100 for the full control effect
#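 A549 ARE-Fluc cells in 5% FBS OPTI-MEM, 5000 cells/well, rested 2 h then exposed to compounds in concentration-response for 18-24 h at 37 °C. Viability by CellTiter-Fluor fluorescence (Ex 405/Em 525) after 30 min; luciferase luminescence (BugLite, 15 min, RT) read afterwards.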
# Nrf2 ARE act = qHTS of Nrf2 Activators. AREc32 ARE-luciferase reporter (MCF7-derived line), luminescence, 24 h. Potency, µM (top dose mostly 46.1 µM), inactives show at the top dose activation, most hits filed as activators. hit rate 0.31% among 410,000. AID 624171, 2012; note: potency is the fitted concentration of half-maximal effect; % of control where 0% means no effect; nearly all actives have a fitted effect of over 65% in size
#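 Luciferase luminescence (Steady-Glo, 30 min at room temperature) served as the read-out of ARE activation in AREc32 cells treated with compounds for 24 hr at 37 deg C.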
# EPAC2 agonist = qHTS for Agonist of cAMP-regulated guanine nucleotide exchange factor 4 (EPAC2): primary screen. hit rate 0.079% among 360,000. Rap guanine nucleotide exchange factor 4 (Homo sapiens), Q8WZA2. EPAC2 activation, biochemical qHTS; response scale: 100% = 6.5 mM cAMP response. Potency, µM (series often up to 154 µM), inactives show top-dose activation, actives largely listed as activators. AID 720711, 2013; note: potency is the fitted concentration of half-maximal effect; nearly all actives have a fitted effect of over 50% in size
# Target sequence (Q8WZA2 whole entry, looked up): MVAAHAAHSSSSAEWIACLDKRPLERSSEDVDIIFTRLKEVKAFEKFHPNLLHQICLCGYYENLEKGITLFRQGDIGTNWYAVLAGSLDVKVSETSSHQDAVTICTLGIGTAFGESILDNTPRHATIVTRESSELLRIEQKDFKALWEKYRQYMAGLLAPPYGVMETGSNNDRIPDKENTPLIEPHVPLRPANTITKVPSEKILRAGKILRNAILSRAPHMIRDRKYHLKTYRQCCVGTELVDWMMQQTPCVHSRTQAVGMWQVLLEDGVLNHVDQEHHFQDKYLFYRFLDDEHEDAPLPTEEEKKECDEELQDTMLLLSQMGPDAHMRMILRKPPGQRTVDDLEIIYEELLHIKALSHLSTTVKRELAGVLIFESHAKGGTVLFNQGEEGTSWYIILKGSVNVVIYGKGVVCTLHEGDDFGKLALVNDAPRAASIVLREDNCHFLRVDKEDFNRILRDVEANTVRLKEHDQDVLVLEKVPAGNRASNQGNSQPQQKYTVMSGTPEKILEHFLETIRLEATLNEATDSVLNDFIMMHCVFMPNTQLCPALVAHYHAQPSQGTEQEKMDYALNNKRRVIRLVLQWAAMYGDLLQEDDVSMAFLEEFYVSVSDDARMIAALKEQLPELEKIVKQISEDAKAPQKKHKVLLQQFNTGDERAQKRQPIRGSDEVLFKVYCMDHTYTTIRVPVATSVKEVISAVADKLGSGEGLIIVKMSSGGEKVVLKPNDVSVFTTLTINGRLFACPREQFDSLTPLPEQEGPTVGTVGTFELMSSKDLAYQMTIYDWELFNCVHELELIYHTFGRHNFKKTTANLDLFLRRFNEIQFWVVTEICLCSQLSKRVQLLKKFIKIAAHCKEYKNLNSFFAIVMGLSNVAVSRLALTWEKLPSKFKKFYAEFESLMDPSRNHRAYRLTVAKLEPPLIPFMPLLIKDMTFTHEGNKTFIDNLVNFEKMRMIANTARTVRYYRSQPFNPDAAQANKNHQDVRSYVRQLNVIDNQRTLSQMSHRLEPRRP
#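 Readout is BODIPY fluorescence (480 nm excitation, 540 nm emission), which falls as labeled GDP is exchanged off Rap1B. EPAC2 at 100 nM acted on 250 nM RAP1B-BODIPY-GDP with 50 uM GDP present.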
# EPAC2 antagonist = qHTS for Antagonist of cAMP-regulated guanine nucleotide exchange factor 2 (EPAC2): primary screen; Rap guanine nucleotide exchange factor 4 (Homo sapiens), Q8WZA2; EPAC2 GEF exchange of Rap1B-BODIPY-GDP, fluorescence; Potency, µM (titrated, usually from 114 µM), for the others: at the highest dose activity, negative = inhibition, most hits filed as inhibitors; hit rate 0.18% among 360,000; note: potency is the fitted concentration of half-maximal effect; % is set by controls: 0 for no effect and ±100 for the full control effect; nearly all actives have a fitted effect of over 45% in size; many of its hits are not listed in these tables
# TGFb SMAD3 inh = qHTS for Inhibitors of TGF-b; HepG2 CAGA-GFP TGF-b/SMAD3 reporter, GFP fluorescence, 18 h; TGF-beta stimulated, 500 pg/mL final; Potency, µM (titrated, usually from 46.1 µM), without a hit: top-dose activity, negative = inhibition, most hits filed as inhibitors; hit rate 1.2% among 410,000; AID 588855, 2011; note: potency is the fitted concentration of half-maximal effect; % is set by controls: 0 for no effect and ±100 for the full control effect; nearly all actives have a fitted effect of over 65% in size
#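 Per well, imaged GFP fluorescence of HEPG2 CAGA-GFP cells gives the signal; cells get compound, then TGF-beta (500 pg/mL final), 18 h at 37 degrees C; %Activity versus -TGF-beta and +DMSO controls.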
# The depositor's hits bear a star; i = inactive; ? = inconclusive; . = not tested or not shown; [ ] = another dose, or the depositor's remark. Unless noted, calls come from the whole dose curve; as a rule, active = well fitted curve in the direction sought with a large enough effect; inconclusive = small, poorly fitted or top-dose-only effect, or another doubt; inactive = no such curve, though single readings can be large; an effect the other way counts as inactive or inconclusive.
canonical_smiles,Nrf2 block,Akt phos inh,MmCpn inh,CCT modulator,A549 viability,Nrf2 ARE act,EPAC2 agonist,EPAC2 antagonist,TGFb SMAD3 inh
CS(=O)(=O)N1CCN(c2ccc(C(=O)NC34CC5CC(CC(C5)C3)C4)cc2[N+](=O)[O-])CC1,-20%,i,-5%,-1.2,3%,-0.2%,3%,-4%,-13%
O=c1c2ccccc2n(Cc2ccccc2F)c(=O)n1Cc1ccccc1F,-24%,i,-3%,-0.3,.,-0.6%,15%,-3%,-12%
Cc1cc(=O)c2cc(NC(=O)c3ccccc3Cl)ccc2[nH]1,-10%,i,4%,-1.4,4%,-0.7%,1%,2%,-7%
Cc1ccc(-c2cc3c(N=O)c4ccccc4c-3n[nH]2)cc1,22%,i,1%,2.6,3%,0.4%,6%,6%,0%
Cc1ccc(OCC(=O)Nc2ccc(-c3nc4ncccc4o3)cc2)c(C)c1,?,i,1%,-0.9,?,1.5%,-16%,-3%,-4%
CC1(NC(=S)NCCCCCCNC(=S)NC2(C)CCS(=O)(=O)C2)CCS(=O)(=O)C1 (stereo not given),12%,i,-4%,-0.1,-1%,0.0%,1%,0%,8%
CCCc1cc(=O)[nH]c(SCC(=O)NC(=O)NC2CCCC2)n1,?,i,0%,-2.5,-11%,-0.6%,2%,10%,?
O=C(CSc1nncn1-c1ccccn1)Nc1ccccc1Cl,-1%,i,-5%,-2.7,2%,0.3%,0%,-2%,-2%
CC(=O)Nc1ccc(NC(=O)CC2CCCC2)cc1,?,i,2%,-1.4,0%,-0.4%,-3%,0%,0%
CN(C)CCN(C(=O)c1ccc(C(=O)c2ccccc2)cc1)c1nc2cc3c(cc2s1)OCO3,4%,i,0%,0.1,10%,0.6%,17%,-6%,0%
CNc1cc(Cl)nc(SC)n1,-25%,i,-2%,0.9,-5%,0.3%,-3%,5%,-8%
CSc1cccc(NC(=S)N2CCCN(Cc3ccccc3F)C2)c1,0%,i,-1%,2.4,0%,0.9%,9%,7%,-23%
CCCCCC(=O)N/N=C/c1ccccc1[N+](=O)[O-],10%,i,2%,0.5,-2%,7.1%,-3%,1%,7%
CCCSCCCNC(=O)CN1C(=O)COc2ccc(S(=O)(=O)N3CCC(C)CC3)cc21,11%,.,.,.,1%,0.6%,.,.,-10%
CC(C)(C)OC(=O)NCCc1n[nH]c(=S)o1,0%,i,0%,-4.0,5%,-0.6%,8%,1%,-3%
Cc1ccc(N(CC(=O)Nc2cccc(N(C)S(C)(=O)=O)c2)S(C)(=O)=O)cc1,0%,i,-2%,-0.5,0%,0.4%,8%,8%,-23%
Cc1ccc(C(C(=O)NC(C)(C)C)N(C(=O)c2csnn2)C2CC2)cc1 (stereo not given),-53%,i,-1%,1.6,0%,-0.2%,-8%,-3%,-3%
CN(C)S(=O)(=O)N1CCN(c2ccccc2)CC1,-2%,i,0%,-1.3,0%[1.84 µM],-0.1%,7%,-12%,0%
O=C(O)COCC(=O)Nc1ccc(Oc2ncnc3cc(Cl)ccc23)nc1,3%,i,2%,-1.1,-6%,0.0%,9%,-11%,-13%
O=c1c2ccccc2c(/C=N/n2cnnc2)c(O)n1-c1ccccc1F,-12%,i,-6%,0.9,?,0.0%,-5%,5%,-19%
COc1ccc(-c2nc(NC(=O)CCNC(=O)c3ccco3)sc2C)cc1,-1%,i,0%,0.1,0%,8.2%,15%,-29%,?
O=C(c1coc(=O)c(Br)c1)N1CCC(C(O)(c2ccccc2)c2ccccc2)CC1,4%,i,0%,0.1,-5%,?,8%,2%,13%
COc1ccc2nc(NC(=O)c3nc(S(=O)(=O)Cc4ccccc4)ncc3Cl)sc2c1,-3%,.,.,.,?,?,.,.,7.9µM*
COc1cccc(C(=O)N/N=c2\oc3c(OC)cccc3cc2C(=O)NCc2ccccc2)c1,17%,i,-1%,-1.5,12%,0.8%,11%,22%,0%
C=CCN(C(=O)c1csnn1)C(C(=O)NCc1ccccc1)c1cccs1 (stereo not given),-7%,i,0%,-2.0,-1%,0.4%,6%,-10%,4%
O=C(NCc1ccco1)c1ccc(Cn2c(=O)c3ccccc3n(Cc3ccc(Cl)cc3)c2=O)cc1,?,i,1%,-0.7,-5%,-0.3%,10%,-2%,-1%
Cc1ccc(C(=O)N2CCCCCC2)cc1Br,17%,i,1%,0.3,-3%,2.4%,8%,2%,-6%
COc1cccc(Nc2nc(N)c([N+](=O)[O-])c(NCc3ccco3)n2)c1,-5%,i,0%,-2.7,-4%,7.5%,19%,-19%,-14%
CSc1ccccc1NC(=O)CSCc1ccc(C)cc1,4%,i,-2%,-1.6,2%,-0.2%,20%,4%,0%
Cc1c(Br)cnn1C(C)C(=O)N1CCN(c2ccc(F)cc2)CC1 (stereo not given),2%,i,1%,-3.1,1%,-0.4%,10%,-3%,2%
O=C(O)C1CCC(CNS(=O)(=O)c2ccc(Cl)cc2)CC1 (stereo not given),13%,i,0%,-1.2,3%,0.4%,-8%,?,9%
O=C(Nc1ccccc1)N1CCCc2ccccc21,-15%,i,1%,-1.5,-9%,3.4%,-20%,?,3%
Cc1nc(N2CCCC2)c2c(C(=O)N3CCN(c4cccc(C)c4C)CC3)c(C)oc2n1,14%,.,.,.,1%,-0.4%,.,.,?
COc1ccc(-c2nncnn2)cc1,4%,i,-1%,-2.1,0%,2.2%,-2%,-6%,4%
COC(=O)c1ccc(NC(=O)CSc2cn(CC(=O)N3CCCCCC3)c3ccccc23)cc1,?,.,.,.,-7%,6.0%,.,.,?
CCOC(=O)C1CCCN(c2c(NCC3CCCO3)c(=O)c2=O)C1 (stereo not given),-19%,i,-2%,-1.8,2%,-0.9%,8%,2%,-3%
CCc1ccc(NC(=S)NC(=O)c2c(-c3ccccc3Cl)noc2C)cc1,-11%,i,1%,-1.6,?,-0.6%,18%,-9%,3%
O=C(NCc1ccccc1Cl)c1ccc2c(O)c(S(=O)(=O)c3ccccc3)c(=O)[nH]c2c1,8%,.,.,.,-1%,0.6%,.,.,-22%
CCC(=O)NC(=S)Nc1ccc(Cl)cn1,.,i,0%,-2.9,1%,3.0%,5%,10%,-2%
Cc1ccccc1-n1c(=O)cc(N2CCN(Cc3ccccc3)CC2)[nH]c1=O,-4%,i,-1%,-0.8,-7%,-0.4%,5%,1%,1%
N#Cc1cccc(NC(=O)CCNS(=O)(=O)c2ccc3[nH]c(=O)oc3c2)c1,24%,i,5%,-2.0,4%,-0.6%,10%,9%,0%
COc1ccc(-n2nnnc2SCC#CCO)cc1,-10%,i,0%,-0.1,-13%,-0.5%,-1%,-4%,1%
Cc1ccc(S(=O)(=O)c2c(C)nn(C(C)(C)C)c2OC(=O)C2CCCC2)cc1,21µM*,i,-2%,-1.0,-20%,-0.4%,14%,-4%,?
CC1CC(C)CN(CCOc2ccc(Cl)cc2Cl)C1 (stereo not given),17%,i,-2%,0.3,19%,2.0%,-7%,5%,-13%
CN(C(=O)c1ccco1)c1nnc(-c2ccc(F)cc2)s1,3%,i,-17%,-2.8,0%,7.1µM*,15%,3%,-17%
COc1ccc(-c2ccc3c(c2)S(=O)(=O)c2cccc(C(=O)NCCOc4ccccc4)c2C3=O)cc1OC,?,i,-3%,-0.4,?,-0.8%,10%,12%,95%[activator]
COc1nc(Oc2ccc(=O)[nH]n2)nc(N2CCOCC2)n1,10%,i,0%,-4.7,18%,-0.1%,8%,-1%,13%
COc1cc(NC(=O)CSCC(=O)N(C)C2CCCCC2)cc(OC)c1,-16%,i,-1%,3.2,-2%,-1.0%,0%,5%,2%
CC(=O)Nc1ccc(NC(=O)COC(=O)c2ccc(S(=O)(=O)NCc3ccco3)cc2)cc1,-7%,i,0%,-0.6,4%,-0.3%,5%,15%,-5%
CCn1c(=NC(=O)CSCC(=O)Nc2nccs2)sc2ccccc21,.,i,-6%,-1.7,-5%,2.4%,3%,8%,-26%
CC1CCN(CCCCOc2ccc(Br)cc2)CC1,15%,i,-1%,-0.5,2%,0.2%,3%,3%,2%
O=C(Cn1c2c(c(-c3ccccc3Cl)cc1=O)CCC2)NCC1CCCO1 (stereo not given),2%,i,-4%,-6.5,-4%,0.4%,-1%,-8%,1%
Nc1nc(COc2ccccc2C=O)nc(Nc2ccccc2)n1,15%,i,-8%,-1.9,-1%,3.2%,-5%,8%,13%
CNC(=S)Nc1ccc(Br)cc1,10%,i,1%,-0.6,-5%,-0.3%,5%,7%,0%
Cc1occc1C(=O)NNC(=O)COc1ccc(Br)cc1Br,4%,i,1%,-3.7,1%,4.3%,-7%,9%,8%

# These rows are one share of the data; count on the stated rates, not on these rows.
